Screens: PubChem, Broad Institute
Xi reactivation – X-chromosome reactivation activator | XiGFP mouse fibroblasts, % GFP-positive cells imaging, 3 d; cells co-treated with 5-aza-dC sensitizer; scaled so ellipticine positive control = 100% | activation, % at 7.58 µM | actives 0.055% (n = 360,000);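 active = mean normalized replicate activation at least 10% and every replicate at or above 10%; inconclusive = only one of the two criteria met; inactive = mean below 10% and not all replicates reach 10%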;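 also: 0% = median of on-plate neutral control wells and 100% = ellipticine 6 µM median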
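Assay system – SV40-immortalized XiGFP fibroblast cells, line 68-5-11 · Buffer or medium – DMEM supplemented with 5-aza-dC as sensitizing agent · Dosing – one concentration, pinned · Benchmarks – positive control ellipticine, 6 µM final · Times – 3 days compound exposure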
EWS-Fli block – inhibitors of EWS/Fli oncoprotein transcriptional activity. A673 NR0B1-luciferase reporter, viability-normalised. inhibition, % at 12.6 µM. actives 0.67% (n = 350,000). AID 651661;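 active = mean inhibition of at least 50% after viability correction, with every replicate also passing that limit; inconclusive = mean reaches 50% but only one of two replicates passes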;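 also: firefly luciferase signal divided by Alamar Blue viability fluorescence both relative to DMSO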
F508del corr – correctors of CFTR F508del function in bronchial epithelial cells; CFBE cells, YFP halide quenching; stimulated with forskolin plus potentiator P3; % fluorescence drop versus neutral controls; actives 0.36% (n = 350,000); activity (quench increase), % at 7.58 µM;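 active = mean added fluorescence quench of at least 8% versus neutral control, with both replicates also reaching 8%; inconclusive = only one of the mean or replicate conditions met; inactive = mean below 8% and not both replicates reaching 8%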;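 also: cells transiently co-express mutant CFTR-F508del with the halide-sensitive YFP; corrector assay measuring rescue of mutant channel to the surface after 24 h compound exposure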
PAX8 reporter – PAX8 transcriptional activity inhibition | RMG-I TPO-luciferase reporter, SteadyGlo, 24 h | inhibition, % at 12.6 µM | actives 1.2% (n = 360,000) | AID 652154;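 active = mean replicate inhibition at least 60% with every replicate also reaching 60%; inconclusive = only one of the two criteria is met; inactive = mean below 60% and not all replicates reaching 60%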;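 also: luciferase light reporting Pax8 driven TPO promoter activity; plate controls were median of neutral control wells for no effect and mitoxantrone controls for full effect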
ARNT TACC3 PPI – disruptors of human ARNT/TACC3 interaction. AlphaScreen His-ARNT PAS-B/GST-TACC3 binding, luminescence; TACC3 fragment carries E629A point mutation. actives 0.66% (n = 390,000). inhibition, % at 9.99 µM;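 active = mean inhibition of replicates at least 50% and at least half of replicates each reaching 50%; inconclusive = half or more replicates reach 50% but mean below 50%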;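 also: 0% = complete ARNT plus TACC3 wells and 100% = ARNT alone without TACC3; many hits fall short of the cut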
DENV2 CPE rescue – protects cells from dengue virus 2 cytopathic effect; DENV2-infected cells, cytopathic effect rescue, plate reader; CPE inhibition, % at 9.99 µM; actives 1.7% (n = 350,000); in the data active = CPE inhibition above about 20%, passing the limit was not always enough; inconclusive = no clear call, values can overlap the other calls; tested in BHK-21 cells;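 also: 0% = median of neutral control wells and 100% = median of positive control wells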
ERp5 inh – ERp5 (human) disulfide isomerase inhibition | Q15084 | ERp5 insulin aggregation, absorbance 650 nm, 90 min | inhibition, % at 9.99 µM | actives 0.05% (n = 350,000);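 active = mean replicate inhibition above about 25%, with every replicate also reaching it, limit read from the data, passing the limit was not always enough; inconclusive = only one of those two criteria met; inactive = neither criterion met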
Target sequence (Q15084 whole entry, looked up): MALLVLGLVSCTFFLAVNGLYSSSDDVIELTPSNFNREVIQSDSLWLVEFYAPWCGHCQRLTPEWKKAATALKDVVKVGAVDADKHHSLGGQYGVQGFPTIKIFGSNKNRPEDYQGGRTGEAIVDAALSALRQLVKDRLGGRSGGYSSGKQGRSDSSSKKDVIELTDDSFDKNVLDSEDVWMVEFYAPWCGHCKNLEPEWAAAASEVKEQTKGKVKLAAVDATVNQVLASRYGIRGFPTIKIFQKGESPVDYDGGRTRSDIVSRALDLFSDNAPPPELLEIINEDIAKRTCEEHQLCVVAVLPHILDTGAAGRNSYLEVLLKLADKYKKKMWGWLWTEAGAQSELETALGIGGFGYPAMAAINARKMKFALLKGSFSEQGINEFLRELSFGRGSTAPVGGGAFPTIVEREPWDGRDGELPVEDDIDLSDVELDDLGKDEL
GSIS activator – GLuc luminescence reporter in INS-1E cells, primary screen for activators of glucose-dependent secretion of insulin. INS-1E GLuc reporter insulin secretion, 2-3 h. activation, % at 16.6 µM. actives 0.61% (n = 370,000);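 active = lowest replicate activation of at least 40%, so every replicate reaches that level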;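 also: 0% = median of neutral control wells and 100% = median of IBMX positive control wells; some compounds called inactive have numbers as strong as hits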
* = called active by the depositor; ? = inconclusive; . = not tested or not shown; & = joins results of further samples.

Results follow in this order: Xi reactivation	EWS-Fli block	F508del corr	PAX8 reporter	ARNT TACC3 PPI	DENV2 CPE rescue	ERp5 inh	GSIS activator
- O=C(C[C@H]1C=C[C@H](NS(=O)(=O)c2ccc(F)cc2)[C@H](CO)O1)NCCc1ccncc1
 : 0.4	3	0.6	-3	-1	6	0	3
- O=C(O)C1CCN(C(=O)CSc2nnc(-c3ccccc3)o2)CC1
 : -0.1	1	-2.4	11	-1	-5	-1	3
- O=C1C2C3C=CC(C2C(=O)N1c1ccc(O)cc1)C1C2C(=O)N(c4ccc(O)cc4)C(=O)C2C31 (stereo not drawn)
 : 0.0	5	1.0	7	-2	1	0	14
- COc1ccc(OC)c(S(=O)(=O)N2CCCC(C(=O)NCCN3CCOCC3)C2)c1 (stereo not drawn)
 : 0.1	-7	2.2	-4	6	3	1	1
- COc1ccnc(Oc2ccccc2)c1C(=O)N/C=N/OCc1ccccc1F
 : 0.2	4	-2.6	-7	0	3	2	25
- CN(Cc1c(F)cccc1Cl)C(=O)c1ccc(COc2ccccc2)cc1
 : 0.4	1	-1.2	1	-2	-1	8	-8
- CCNC(=O)C[C@H]1CC[C@@H]2[C@@H](COc3ccc(NS(C)(=O)=O)cc3C(=O)N2C)O1
 : 0.8	-6	0.3	-17	0	4	6	1
- CCCNC(=O)C[C@H]1CC[C@H]2[C@@H](COC[C@H](O)CN2C(=O)c2cccnc2)O1
 : -0.1	-6	0.6	-6	-2	-1	2	4
- Cc1ccc(COC(=O)c2cccc(S(=O)(=O)N3CCCCCC3)c2)cc1
 : 0.2	4	-4.0	-8	.	-2	3	2
- Cc1cccc(C(=O)NCC(=O)OCC(=O)c2ccc(Cl)s2)c1
 : 0.0	0	-0.4	-18	5	16	4	8
- CCCOc1ccc(CCC(=O)N/N=C/c2ccc([N+](=O)[O-])o2)cc1
 : 0.0	1	-1.8	11	-14	-14	3	.
- COc1ccc(Cc2n[nH]c(=S)o2)cc1
 : 0.1	-1	4.0	13	-1	-3	6	17
- NS(=O)(=O)c1cccc(NC(=O)Nc2ccccc2)c1
 : 0.8	-1	2.3	-1	-6	?	-5	3
- CN(C)C(=O)c1cccc(-c2ccc3c(c2)[C@@H]2[C@@H](CCN2C(=O)Nc2ccc(F)cc2)[C@H](CO)N3C)c1
 : 0.0	6	-4.6	-3	0	2	2	-7
- CCCC#Cc1ccc([C@@H]2[C@@H](CO)N3C(=O)CN(C(=O)NC4CCCC4)C[C@H]23)cc1
 : -0.1	3	0.1	7	.	5	-6	-2
- Cc1ccc(OCCC(=O)Nc2ccccc2C(=O)N2CCCCC2)cc1
 : -0.2	-10	0.6	.	3	4	-2	-5
- C[C@@H]1CN([C@H](C)CO)C(=O)Cc2cc(NC(=O)Nc3cccc4ccccc34)ccc2O[C@@H]1CN(C)Cc1ccc(Cl)c(Cl)c1
 : -0.1	-6	4.7	.	11	-1	-2	-1
- Cc1ccc(C)c(N2CCN(C(=O)CCS(=O)(=O)c3ccc4c(c3)NC(=O)C(C)S4)CC2)c1 (stereo not drawn)
 : 0.0	.	0.9	62*	-1	2	4	2
- CCOC(=O)Cc1nnc(NC(=O)C2CCCCC2)s1
 : 0.3	1	0.0	3	0	4	-1	4
- CCc1n[nH]c(=S)n1/N=C/c1ccc(N(CC)CC)cc1
 : 0.1	8	-0.4	-10	10	-2	5	-3
- O=C(N[C@@H]1CC[C@@H](CCNS(=O)(=O)c2ccc(Cl)cc2)O[C@@H]1CO)c1ccccn1
 : 0.6	-1	1.4	-16	-4	?	4	1
- O=C(CSc1nc2scc(-c3ccccc3)c2c(=O)[nH]1)N1CCOCC1
 : 0.0	.	-2.9	-25	-3	8	2	18
- C[C@H](CO)N1C[C@H](C)[C@@H](CN(C)C(=O)Nc2ccc3c(c2)OCO3)Oc2cc(C3=CCCCC3)ccc2S1(=O)=O
 : -0.8	3	-3.2	-3	17	-2	3	-12
- COc1ccc(-c2ccc(C(=O)NCc3ccc(F)c(F)c3)c3occc23)c(C)c1
 : -0.1	34	2.5	3	.	-9	-2	0
- CC(C)c1ccccc1NC(=O)COC(=O)c1ccc(Cl)c(S(=O)(=O)N2CCCCCC2)c1
 : -0.1	.	.	-2	-2	.	.	-14
- O=C(N/N=C/c1c(Cl)cccc1Cl)c1n[nH]c2c1CCCC2
 : 0.2	-49	-2.6	-42	-2	8	-10	-7
- CCSc1nc2ccccc2n1CC(=O)N1CCOCC1
 : 0.1	-14	.	19	-3	-6	3	-5
- CC(=O)N(C)C[C@@H]1Oc2ncc(-c3cccc(C#N)c3)cc2C(=O)N([C@H](C)CO)C[C@@H]1C
 : -0.5	8	.	7	-8	-7	-4	23
- CN1C(=O)c2cc(NC(=O)Cc3cccs3)ccc2OC[C@@H]2O[C@@H](CC(=O)NCC3CC3)CC[C@H]21
 : 0.0	-5	0.9	3	-1	2	-6	-4
- C[C@@H]1CN([C@@H](C)CO)C(=O)CCCn2cc(nn2)CO[C@H]1CN(C)C(=O)OCc1ccccc1
 : -0.1&0.3	-10&-6&-9	-1.2&-1.5&-2.1	-6&5	-2&-1	-8&19&0	4&2&-1	-2&2
- O=C(O)c1c(NC(=O)N2CCCC2)sc2c1CCCC2
 : 0.4	-19	0.6	-25	7	4	2	34
- Cc1nc(C(F)(F)F)ccc1C(=O)N1CCC1(C)C(=O)NS(=O)(=O)c1ccc(F)cc1F (stereo not drawn)
 : 0.0	-3	-1.1	8	.	-5	-2	15
- Cc1nc2ccc(NC(=O)c3ccco3)cc2nc1C
 : 0.3	6	-2.7	8	-1	-2	-1	-3
- COC(=O)c1ccc2c(=O)n(CCN3CCOCC3)c(SCC(=O)Nc3ccccc3OC)nc2c1
 : 0.0	4	-1.3	2	.	-10	5	-9
- O=C(O)CSc1ccc2nnc(-c3cccnc3)n2n1
 : 0.1	-10	.	2	13	3	1	-3
- CCOC(=O)c1c(-c2ccc(C)cc2)csc1NC(=O)c1cc2ccccc2oc1=O
 : 0.6	-26	0.5	-48	1	2	2	12
- COc1ccccc1CNC(=O)COC(=O)c1ccc(C)c(S(=O)(=O)N2CCOCC2)c1
 : 0.5	2	3.0	-17	0	-1	2	39
- COc1ccccc1S(=O)(=O)N[C@H]1CC[C@H](CC(=O)N2CCOCC2)O[C@H]1CO
 : -0.5	3	0.1	-12	.	2	-2	24
- CCc1ccc(CN2CCCC(CNC(=O)c3cc(OC)cc(OC)c3)C2)cc1 (stereo not drawn)
 : -0.1	5	.	-46	11	10	3	.
- CCC(=O)Nc1ccc2c(c1)C(=O)N(C)C[C@@H](OC)[C@H](C)CN(C(=O)CC)[C@@H](C)CO2
 : 0.3	-1	-2.8	.	2	-1	0	-4
- COCCN(C[C@H]1N[C@H](CO)[C@@H]1c1ccc(-c2ccc(F)cc2)cc1)C(C)=O
 : 0.4	-7	-1.6	12	3	35*	5	-2
- COc1ccccc1CC(=O)Nc1ncc(C)s1
 : -0.1	-24	1.3	10	-2	14	2	-6
- COc1ccc(OC)c(NC(=O)Nc2cnccn2)c1
 : 0.1	-14	1.1	-2	-5	0	0	12
- Cc1ccc(Cn2c(O)c(N=O)c3ccccc32)cc1
 : 0.3	3	.	12	5	-4	-1	21
- CC(C)CCNC(=O)c1cc2c(s1)-c1ccccc1S(=O)(=O)C2
 : -0.2	-16	-0.1	12	-6	-6	3	-37
- CC(C)NC(=O)Nc1ccc2c(c1)C(=O)N([C@@H](C)CO)C[C@H](C)[C@H](CN(C)C(=O)NC1CCCCC1)OCCCC[C@@H](C)O2
 : 0.1	.	0.1	-4	-10	-5	1	6
- N#Cc1ccc(OCC(=O)N2CCN(S(=O)(=O)c3ccc(Cl)s3)CC2)cc1
 : 0.4	9	4.0	28	-6	-5	2	-10
- O=C(Cn1ncc2c(=O)oc3ccccc3c21)NCC1COc2ccccc2O1 (stereo not drawn)
 : 0.3	2	-0.8	-4	5	8	-3	3
- Cc1c(Cl)cccc1NC(=S)N1CCN(Cc2ccc3c(c2)OCO3)CC1
 : 0.0	-9	-0.9	21	-3	11	1	-4
- CN(C)C(=O)N=NC(=O)N(C)C
 : 0.2	-9	-1.9	-17	-17	-3	-1	4

The list continues.
Results follow in this order: Xi reactivation	EWS-Fli block	F508del corr	PAX8 reporter	ARNT TACC3 PPI	DENV2 CPE rescue	ERp5 inh	GSIS activator
- COc1ccc2c3c(n(C)c2c1)[C@H](CO)N(C(=O)Nc1ccc(F)cc1)CC31CCN(C(=O)Nc2c(C)noc2C)CC1
 : 0.0	-10	-1.6	.	.	-5	2	-4
- COc1ccc(-c2nc(CS(=O)CC(=O)NCc3ccc(Cl)cc3)c(C)o2)cc1OC (stereo not drawn)
 : 0.1	-2	2.1	11	-6	2	5	10
- COc1ccc(-c2c(NC(=O)c3ccco3)oc3c(C)cccc3c2=O)cc1
 : 0.1	-6	-0.1	7	-3	1	2	23
- O=C(C[C@@H]1CC[C@@H](NC(=O)Nc2ccc(F)cc2)[C@H](CO)O1)NCCN1CCCC1
 : 0.1	3	0.2	-12	-3	7	1	2
- COc1cc(C(=O)NNC(=O)/C=C/c2ccccc2)cc(OC)c1OC
 : 0.0	11	-0.7	-3	-11	?	-6	11
- CCOC(=O)CSC1=C(C#N)C(c2ccc(C)s2)CC(=O)N1 (stereo not drawn)
 : .	27	8.6*	.	-1	-3	-5	-1
- COC(=O)c1ccc(CN(c2ccccc2Cl)S(C)(=O)=O)cc1
 : 0.0	-8	0.2	-5	-6	17	1	0
- CCCC#Cc1cnc2c(c1)C(=O)N([C@@H](C)CO)C[C@H](C)[C@H](CN(C)C(=O)CN1CCOCC1)O2
 : -1.0	-5	-3.1	.	0	0	-3	13
- CCCN1[C@@H]2Cn3c(ccc(C4=CCCCC4)c3=O)[C@H]1[C@@H](C(=O)N1CCc3ccccc3C1)[C@@H]2CO
 : 0.0	-5	.	.	28	9	-5	-9
- CCc1[nH]c(=O)[nH]c1C(C)S(=O)(=O)c1ccc(C)cc1 (stereo not drawn)
 : 0.0	-4	-1.4	4	-13	-1	5	7
- Cc1ccc(S(=O)(=O)c2c(C)nn(C(C)(C)C)c2OC(=O)CC(C)C)cc1
 : .	-5	1.7	14	-8	2	1	-12
- COc1cc2c(cc1OC)-c1onc(-c3ccc(OCCO)cc3)c1CCCN(CC(C)O)CC2 (stereo not drawn)
 : .	-3	-2.0	9	1	5	-1	.
- CCc1cc(C(=O)NCC(c2cccs2)N2CCOCC2)sc1C (stereo not drawn)
 : -0.1	-4	-4.8	-5	-18	0	-1	6
- CCN(CC)S(=O)(=O)c1cccc(C(=O)/C=C2/N(C)c3ccccc3C2(C)C)c1
 : 0.0	10	-2.8	2	.	8	8	-3
- Cc1cc(NC(=O)c2cccs2)cc(-c2nc3ncccc3o2)c1O
 : 0.0	.	-1.2	6	-5	14	5	5
- Cc1ccc(C(=O)N[C@H](C(=O)Nc2ccc(N3CCOCC3)cc2)C(C)C)cc1
 : -0.1	-4	-2.3	-9	-5	3	-2	11
- Cc1cccc(C(=O)Oc2ccccc2C(=O)N2CCOCC2)c1
 : 0.2	14	0.0	-7	-2	20	-2	-1
- COc1cc(S(=O)(=O)N(Cc2ccccc2)CC2CCCO2)ccc1-n1cnnn1 (stereo not drawn)
 : 0.0	-2	2.8	12	-10	.	-14	8
- CCN(CC(=O)Nc1c(F)cccc1F)C(=O)c1cc(S(=O)(=O)N2CCOCC2)ccc1N1CCCC1
 : -0.1	0	-2.7	72*	1	-3	9	-3
- CCOC(=O)c1cc(CC)sc1/N=C/C1C(=O)CCCC1=O
 : 0.0	2	-3.4	0	0	-8	1	18

Random draw from the library; about 4.2% have a hit in one of these screens.
